Compound activity: PubChem, several laboratories
Cardio protect: cardioprotection against H2O2-induced cell death, primary screen, uHTS, H9c2 cells, ATPLite luminescence; protection from H2O2 cell death, % at 20 µM; AID 588492, 2011; H9c2 cardiomyocytes, H2O2 injury protection, 2 h; 360,000 tested, 0.63% active;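 active means compounds giving at least 50% protection of heart cells from peroxide-induced death in the single-dose screen, raw or plate-pattern-corrected value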;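 further: 0% = DMSO wells with peroxide and 100% = DMSO wells without peroxide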
m5-HT2A agonist: mouse Htr2a agonists via beta-arrestin recruitment, primary screen, cell-based, luminescence; 5-hydroxytryptamine receptor 2A (Mus musculus), P35363; CHO-K1 mHTR2A beta-arrestin complementation; percent of 30 µM serotonin response; activation, % at 7.6 µM; 360,000 tested, 0.66% active; AID 624169, 2012;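 active means activation above a run cutoff, the mean activation of all tested compounds plus 3 SD, cut at about 14% in these data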;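 further: 0% = plate median of compound wells and 100% = 30 µM serotonin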
Target sequence (P35363 whole entry, looked up): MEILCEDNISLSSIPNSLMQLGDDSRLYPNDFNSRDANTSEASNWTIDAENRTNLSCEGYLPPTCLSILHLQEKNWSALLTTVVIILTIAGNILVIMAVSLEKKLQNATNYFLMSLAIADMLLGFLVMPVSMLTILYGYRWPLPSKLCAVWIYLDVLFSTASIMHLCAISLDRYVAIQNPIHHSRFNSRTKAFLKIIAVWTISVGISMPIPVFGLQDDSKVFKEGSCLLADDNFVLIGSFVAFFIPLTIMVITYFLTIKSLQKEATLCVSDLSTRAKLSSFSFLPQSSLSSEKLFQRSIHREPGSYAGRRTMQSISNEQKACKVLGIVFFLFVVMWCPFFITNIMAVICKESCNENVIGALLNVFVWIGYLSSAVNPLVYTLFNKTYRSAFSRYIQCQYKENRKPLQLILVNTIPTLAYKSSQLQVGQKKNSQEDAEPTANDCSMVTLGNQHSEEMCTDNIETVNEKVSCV
MC4R ag barr: MC4R agonists recruiting beta-arrestin, primary screen, cell-based, luminescence, agonist arm of biased-ligand search | U2OS MC4R beta-arrestin complementation; percent of melanotan II response, DMSO zero | activation, % at 8.9 µM | 360,000 tested, 0.98% active | Melanocortin receptor 4 (Homo sapiens), P32245 | AID 540308, 2011;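 active means activation above a per-plate cutoff, the mean activation of sample wells on that plate plus 3 SD, cut at about 8% in these data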
Target sequence (P32245 whole entry, looked up): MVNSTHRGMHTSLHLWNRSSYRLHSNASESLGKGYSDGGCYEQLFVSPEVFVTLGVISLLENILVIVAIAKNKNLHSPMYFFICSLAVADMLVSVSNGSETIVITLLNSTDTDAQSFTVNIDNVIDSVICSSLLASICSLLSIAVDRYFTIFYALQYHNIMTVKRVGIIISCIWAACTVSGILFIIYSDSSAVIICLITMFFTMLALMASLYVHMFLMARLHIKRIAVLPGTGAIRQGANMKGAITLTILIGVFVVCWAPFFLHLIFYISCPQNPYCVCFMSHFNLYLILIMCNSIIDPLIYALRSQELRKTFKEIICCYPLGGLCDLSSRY
ABCB6 inh MLPCN: ABCB6 transporter inhibitors, primary screen, K562-ABCB6 cells, flow cytometry, MLPCN library | 360,000 tested, 0.19% active | K562-ABCB6 porphyrin accumulation, 1 h; stronger effect = lower value | fluorescence ratio to DMSO, % at 10 µM | ATP-binding cassette sub-family B member 6 (Homo sapiens), Q9NP58;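 active means fluorescence ratio to DMSO below 75%, the collection mean minus 3 SD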;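 further: signal is porphyrin accumulated inside mitochondria; 100% equals median channel fluorescence of DMSO control wells; lower ratio means ABCB6 inhibition with less porphyrin fluorescence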
Vif imaging: HIV Vif self-association inhibitors, primary screen, imaging, HEK293T, single point. HEK293T cells, Vif self-association by quenched fluorescence, 24 h. inhibition, % at 7.49 µM. 340,000 tested, 0.35% active; in the data active means inhibition above about 50%, passing the limit was not always enough; further: some results filed as inactive read as strong as hits
Glyco luc inh: increase of ERlucT glycosylation luciferase signal, primary screen, N-linked glycosylation inhibitor project, D54 ERlucT cells, luminescence, set 2; AID 588692, 2011; reporter increase, % at 12.5 µM; 360,000 tested, 0.23% active; D54 ERlucT glycosylation luciferase reporter, 24 h; percent of 100 nM tunicamycin response;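 active means mean luciferase reporter signal, scaled so untreated is 0 and the glycosylation-blocking control 100, at or above a set limit in every replicate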;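 further: luciferase carries N-glycosylation sites so blocking glycosylation raises the light; 0% = median of neutral control wells and 100% = median of 100 nM tunicamycin wells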
PDI turbidity: inhibitors of human PDI, primary screen, biochemical, turbidity, single point, plate reader; Protein disulfide-isomerase (Homo sapiens), P07237; PDI insulin aggregation turbidity, A650, 90 min; inhibition, % at 10 µM; 350,000 tested, 0.052% active; AID 588391, 2011;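 active means mean inhibition across replicates of 30% or more, whatever share of single replicates reach that level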;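 further: absorbance from insulin aggregation driven by PDI reduction with DTT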
MC4R antagonist: MC4R antagonists of cAMP signaling, primary screen, cell-based, TR-FRET, antagonist arm of biased-ligand search | MC4R-expressing cells, MTII-stimulated cAMP, LANCE TR-FRET | inhibition, % at 6.5 µM | 360,000 tested, 0.48% active | AID 540295, 2011;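 active means inhibition above its plate's cutoff, the mean of tested wells on that plate plus 3 SD, cut at about 29% in these data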;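 further: 0% = Melanotan II alone and 100% = Melanotan II plus saturating MCL0020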
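System: U2OS cells stably expressing human melanocortin 4 receptor (MC4R). Reagent: Melanotan II challenge after compound preincubation. Doses: 6.5 µM. Times: 30-min compound, 1-h challenge, 1-h detection, room temperature. Measured by: TR-FRET with Eu-cAMP and labeled anti-cAMP, 671 nm. Replicates: singlicate.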
aDG glyco up: activators of alpha-DG glycosylation, primary screen, uHTS, Pro5-aDG cells, AlphaScreen. alpha-DG glycosylation AlphaScreen (IIH6); 0% Pro5, 100% B10-LARGE cell signal. activation, % at 10 µM. 360,000 tested, 0.22% active. AID 624168, 2012;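 active means activation of at least 8% versus controls, or a plate z-score of at least 8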;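 further: Pro5 are CHO cells carrying HIG-tagged alpha-DG that lacks glycosylation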
CaV13 ICDI inh: Disruptors of the CACNA1D IQ motif to Ca2+-dependent inactivation inhibitor domain association, primary screening, Förster resonance energy transfer in intact living … | HEK cells, CFP/YFP FRET ICDI-IQ, plate reader, 10 min; percent FRET-ratio fall versus neutral wells | inhibition, % at 12.3 µM | 340,000 tested, 0.098% active | AID 743397;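 active means mean replicate inhibition of at least 30% and at least 1% of replicates passing that level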;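 further: 0% = median of the neutral control wells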
The depositor's hits bear a star; nt = no result given. Random draw from the library. Share with any hit: about 3.6%.

SMILES | Cardio protect | m5-HT2A agonist | MC4R ag barr | ABCB6 inh MLPCN | Vif imaging | Glyco luc inh | PDI turbidity | MC4R antagonist | aDG glyco up | CaV13 ICDI inh
O=C1C2C3C=CC(C2C(=O)N1c1nccs1)C1C(=O)N(c2nccs2)C(=O)C31 (stereo unspecified) | 5 | 2 | -2.2 | 98 | 0 | 3 | 5 | 2 | 0.1 | -3
COc1ccc(CC(=O)OCC(=O)c2c[nH]c3ccccc23)cc1 | -4 | -9 | -0.7 | 92 | -2 | -2 | -8 | 3 | 0.1 | -4
CC(C)C(C)NC(=O)COc1ccc(S(=O)(=O)N2CCOCC2)cc1Cl (stereo unspecified) | -1 | 3 | -2.0 | 88 | 13 | -2 | 0 | 0 | -0.5 | -5
Cc1nnc(SCC(=O)N(CC(C)C)C2CCS(=O)(=O)C2)s1 (stereo unspecified) | 2 | -2 | -3.4 | 93 | -3 | 2 | 8 | -5 | -0.2 | -6
Cn1ncc(Br)c1C(=O)NC1C2CC3CC(C2)CC1C3 (stereo unspecified) | 2 | -1 | 1.5 | 95 | -4 | -1 | 4 | 0 | -0.1 | -4
Cn1nc(C(=O)Nc2ccc(S(=O)(=O)N3CCCCC3)cc2)c2ccccc2c1=O | -4 | 0 | -2.2 | 96 | 9 | 0 | 1 | 17 | 0.0 | -2
CCCCOCCCNC(=O)N[C@H](C(=O)OC)C(C)C | 4 | 4 | 3.6 | 100 | 4 | 2 | -4 | -3 | 0.0 | nt
Cc1c(C)c2ccc(OCC(=O)N3CCN(c4ccc(F)cc4)CC3)c(C)c2oc1=O | 0 | 3 | -1.0 | 98 | 6 | -1 | -4 | 6 | -0.3 | -6
O=[N+]([O-])c1ccc(N2CCCCC2)cc1N1CCOCC1 | 4 | -1 | -1.3 | 104 | nt | 0 | 1 | 3 | -0.1 | -3
CCOC(=O)Cc1cc(=O)n2[nH]c(C)c(-c3ccc(OC)cc3)c2n1 | 7 | 8 | -0.6 | 97 | 2 | 1 | -2 | -4 | -0.1 | -3
NSc1nc(N)c2nc(-c3ccccc3)c(-c3ccccc3)nc2n1 | 2 | 4 | 1.6 | 92 | 8 | 3 | -4 | 0 | 0.2 | -5
COC(=O)c1c(NC(=O)c2ccoc2C)sc(C)c1C | 6 | 2 | -2.3 | 103 | -2 | 1 | -1 | 13 | 0.1 | -7
N#Cc1ccc(OCC(=O)OCC(=O)Nc2sccc2C(N)=O)cc1 | -5 | 4 | 0.2 | 94 | 11 | 0 | 3 | 17 | -0.1 | -2
COc1ccc(SC[C@H](C)CN2CC[C@H](C)CCC2=O)cc1 | -6 | 5 | 1.4 | 99 | -9 | -5 | -2 | 4 | 0.0 | -9
CCc1ccc(N2CC(C(=O)Nc3ccc(S(=O)(=O)NCC4CCCO4)cc3)CC2=O)cc1 (stereo unspecified) | 3 | 2 | -0.9 | 99 | -1 | 6 | 2 | 24 | 0.0 | -4

In a second layout: results already given.
> COc1ccc(SC[C@H](C)CN2CC[C@H](C)CCC2=O)cc1
- Cardio protect: -6
- m5-HT2A agonist: 5
- MC4R ag barr: 1.4
- ABCB6 inh MLPCN: 99
- Vif imaging: -9
- Glyco luc inh: -5
- PDI turbidity: -2
- MC4R antagonist: 4
- aDG glyco up: 0.0
- CaV13 ICDI inh: -9

> CCCCOCCCNC(=O)N[C@H](C(=O)OC)C(C)C
- Cardio protect: 4
- m5-HT2A agonist: 4
- MC4R ag barr: 3.6
- ABCB6 inh MLPCN: 100
- Vif imaging: 4
- Glyco luc inh: 2
- PDI turbidity: -4
- MC4R antagonist: -3
- aDG glyco up: 0.0
- CaV13 ICDI inh: nt

Compound profiles (already shown).
Cc1nnc(SCC(=O)N(CC(C)C)C2CCS(=O)(=O)C2)s1 (stereo unspecified) across the screens: Cardio protect: 2; m5-HT2A agonist: -2; MC4R ag barr: -3.4; ABCB6 inh MLPCN: 93; Vif imaging: -3; Glyco luc inh: 2; PDI turbidity: 8; MC4R antagonist: -5; aDG glyco up: -0.2; CaV13 ICDI inh: -6
COc1ccc(CC(=O)OCC(=O)c2c[nH]c3ccccc23)cc1 across the screens: Cardio protect: -4; m5-HT2A agonist: -9; MC4R ag barr: -0.7; ABCB6 inh MLPCN: 92; Vif imaging: -2; Glyco luc inh: -2; PDI turbidity: -8; MC4R antagonist: 3; aDG glyco up: 0.1; CaV13 ICDI inh: -4

Copied from the list.
Cn1ncc(Br)c1C(=O)NC1C2CC3CC(C2)CC1C3 (stereo unspecified) in aDG glyco up is entered as -0.1
COC(=O)c1c(NC(=O)c2ccoc2C)sc(C)c1C in PDI turbidity is entered as -1

New compounds follow:
SMILES | Cardio protect | m5-HT2A agonist | MC4R ag barr | ABCB6 inh MLPCN | Vif imaging | Glyco luc inh | PDI turbidity | MC4R antagonist | aDG glyco up | CaV13 ICDI inh
COc1cc(CN2CCN(c3cccc(C)c3C)CC2)cc(Br)c1O | 4 | -7 | 12* | 102 | -13 | -6 | -1 | -17 | 0.4 | -4
COc1ccccc1N1C(=O)c2ccc(C(=O)Nc3ccc(C(=O)O)cc3)cc2C1=O | 6 | -1 | -1.0 | 102 | 6 | 1 | 3 | 4 | -0.1 | -4
Cc1ccc(C(c2ccc(C)c(C)c2)C(O)C2OC(=O)C(O)C2O)cc1C (stereo unspecified) | -2 | 6 | -1.7 | 113 | 1 | -1 | -2 | 11 | 0.0 | -10
COC(=O)CNC(=O)Cn1nc(C)c([N+](=O)[O-])c1C | 4 | 7 | -0.3 | 90 | 5 | 0 | -6 | 0 | -0.1 | 3
CC(=O)N1CCN(C(=O)CCNS(=O)(=O)c2ccc(Br)cc2)CC1 | 8 | 6 | -1.8 | 96 | 24 | 0 | -3 | 8 | -0.1 | -7
COc1cc(/C=N/NC(=O)c2ccncc2)cc(OC)c1OC | 3 | -2 | 0.3 | 100 | 18 | 2 | 8 | -7 | 0.0 | -2
CC(=O)Nc1ccc(S(=O)(=O)NCC2CCC(C(=O)NCCC3=CCCCC3)CC2)cc1 (stereo unspecified) | -3 | -1 | -1.2 | 98 | 1 | -1 | 5 | 0 | -0.2 | -8
C/C(=N\NC(=O)c1cc(-c2cccc([N+](=O)[O-])c2)n[nH]1)c1ccc(F)cc1 | -2 | -2 | 0.8 | 95 | -3 | 1 | -4 | 12 | -0.1 | -4
Cc1ccc(S(=O)(=O)N2CCOCC2)cc1NC(=O)COC(=O)c1ccco1 | 0 | 3 | -1.4 | 94 | nt | -11 | 0 | 0 | 0.0 | -16
O=C(O)CCC(=O)N1CCc2cc(S(=O)(=O)N(CCc3ccccc3)Cc3ccccc3)ccc21 | 2 | 11 | -0.7 | 101 | 10 | 2 | 3 | 5 | -0.1 | nt
Cc1ccccc1S(=O)(=O)Nc1nc2ccccc2nc1Cl | 4 | 2 | 1.2 | 98 | 29 | 3 | 10 | 19 | -0.1 | -4
CSCCC(NC(=O)c1ccccc1Cl)C(=O)OCC(=O)N1CCCC1=O (stereo unspecified) | -2 | -4 | -0.5 | 101 | -5 | 1 | 1 | 22 | 0.0 | -14
CCCOc1ccc(C2C(=O)N(C3CCCCC3)CC(=O)N2CCCOCC)cc1OC (stereo unspecified) | 0 | -1 | -0.7 | 79 | 3 | 1 | 3 | 4 | 0.0 | -4
COCCCN(C(=O)Cc1coc2cc(C)c(C)cc12)c1c(N)n(Cc2ccccc2)c(=O)[nH]c1=O | 1 | 2 | -4.7 | 98 | 12 | 1 | 0 | 2 | 0.2 | -6
CC(=O)NC(=S)Nc1ccccc1C(=O)Nc1ccccc1 | 4 | 1 | -1.0 | 99 | 0 | 2 | -4 | 1 | 0.1 | -18
CCOC(=O)CSc1nnc(CCCCCN2C(=O)c3cccc4cccc(c34)C2=O)o1 | 23 | 6 | 1.9 | 102 | 8 | -1 | -4 | -39 | -0.3 | -5
O=C(CNC(=S)N(Cc1ccccc1)Cc1cccnc1)NCCc1ccccc1 | 2 | -3 | -0.4 | 100 | 5 | 0 | -1 | 2 | -0.2 | -10
COc1ccc(N(CC(=O)N2c3ccccc3CC2C)S(=O)(=O)c2c(C)noc2C)cc1 (stereo unspecified) | -3 | 2 | 0.3 | 103 | -8 | -2 | 3 | 11 | -0.2 | -5
Cc1cc(C)cc(C(=O)N2CCN(Cc3ccc4c(c3)OCO4)CC2)c1 | -3 | 8 | -1.0 | 97 | -8 | 5 | 3 | 0 | -0.1 | -1
COc1ccc(OCC(=O)Nc2cc(-c3nn(C)c(=O)c4ccccc34)ccc2N2CCOCC2)cc1 | 20 | 1 | -1.2 | 95 | 5 | 5 | -3 | 6 | 0.0 | -5
CC(C)(C)NC(=O)NC(=O)CN1CCN(S(=O)(=O)/C=C/c2ccccc2)CC1 | -12 | -6 | -1.5 | 100 | 7 | 1 | -6 | 6 | -0.1 | -1
Cn1c(N)c(S(=O)(=O)N2CCN(C(=O)c3ccco3)CC2)c(=O)n(C)c1=O | 11 | 1 | -0.4 | 95 | -1 | 0 | 4 | -1 | 0.1 | -5
COc1cc(C(C)=O)ccc1Oc1ncnc2c1cnn2-c1ccc(C)c(C)c1 | -9 | 2 | 0.7 | 95 | -1 | -3 | -3 | 10 | 0.4 | -2
Cc1ccc(-c2cc(C(=O)Nc3cc(C)ccc3C)[nH]n2)c(O)c1 | -3 | -1 | 1.0 | 101 | 6 | 3 | 0 | 7 | 0.3 | -6
CCCOC1CCCN(C(=O)CCc2nnc(CCCCc3ccccc3)o2)C1 (stereo unspecified) | -7 | 3 | -2.4 | 98 | -2 | -4 | 0 | 3 | 0.3 | 0
O=C1CCC[C@@H]2CC(N3CCCCC3)C[C@@H]3CCN1[C@H]23 (stereo partly specified) | 2 | 1 | -1.7 | 97 | 2 | 1 | -12 | -3 | -0.1 | -6
CCOC(=O)N1CCN(C(=O)COc2cccc3c2CCN(Cc2ccccc2C)C3=O)CC1 | 0 | 2 | 1.6 | 92 | 2 | -3 | -3 | 14 | 0.1 | -4
Cc1cc(=O)n2c3ccccc3n(C)c2n1 | 11 | 6 | -2.5 | 98 | 0 | 0 | 15 | -4 | 0.0 | -10
